# MBNL1 CUG block: blocks human MBNL1 binding to CUG repeat RNA; TR-FRET MBNL1-His/biotin-(CUG)12 binding, 665/545 ratio; 280,000 tested, 0.036% active; Potency, µM (series often up to 57.5 µM), for inactives: at the top dose activity change, negative = inhibition, usual class: inhibitors; active = well fitted inhibition curve with a large enough effect in the signal ratio, with a control signal flat, not every such curve was filed as active; inconclusive = small, poorly fitted or top-dose-only effect, or effect the other way, or a change in a side signal; inactive = no such curve, though single readings can be large or run the other way; the % refers to the signal ratio; note: potency is the fitted concentration of half-maximal effect; % is set by controls: 0 for no effect and ±100 for the full control effect
# Target sequence (Q9NR56 whole entry, looked up): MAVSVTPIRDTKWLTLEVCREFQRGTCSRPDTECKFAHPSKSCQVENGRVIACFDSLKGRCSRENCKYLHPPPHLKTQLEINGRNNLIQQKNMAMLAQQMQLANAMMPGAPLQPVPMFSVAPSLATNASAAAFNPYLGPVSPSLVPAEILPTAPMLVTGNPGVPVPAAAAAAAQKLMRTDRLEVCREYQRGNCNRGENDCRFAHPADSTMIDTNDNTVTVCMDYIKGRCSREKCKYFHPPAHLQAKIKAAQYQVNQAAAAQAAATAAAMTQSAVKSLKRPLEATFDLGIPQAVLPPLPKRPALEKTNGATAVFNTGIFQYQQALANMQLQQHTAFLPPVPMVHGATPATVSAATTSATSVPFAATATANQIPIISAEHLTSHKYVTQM
#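 TR-FRET between His-tagged MBNL1 and biotin-(CUG)12 RNA, detected with Tb anti-His antibody (0.055 ng/ul) and streptavidin-XL665 (5 nM), 60 min at room temperature. Compounds titrated 92 nM to 58 uM; 665/545 nm ratio normalized to buffer and complex controls.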
# MLL CXXC-DNA inh: MLL CXXC-DNA interaction inhibition; Q03164; MLL-CXXC / FITC-HOXA9 DNA fluorescence polarization; Potency, µM (highest dose often 115 µM), inactives show at the highest dose activity change, negative = inhibition, usual class: inhibitors; 290,000 tested, 0.037% active; AID 2662; active = well fitted inhibition curve with a large enough effect in the polarisation, with a control signal flat, not every such curve was filed as active; inconclusive = small, poorly fitted or top-dose-only effect, or effect the other way, or a change in a side signal; inactive = no such curve, though single readings can be large or run the other way; the % refers to the polarisation; note: potency is the fitted concentration of half-maximal effect
#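 Purified MLL-CXXC (added from a 7 uM solution) was preincubated 5 min at ambient with pinned compounds in 50 mM Tris-HCl pH 7.5, 50 mM NaCl, 1 mM DTT, 0.05% BSA. Fluorescein-labeled HOX-A9 DNA (50 nM solution) followed, 30 min, then polarization read.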
# a7 integrin act: integrin-mediated muscular dystrophy alleviation activation | 350,000 tested, 0.064% active | alpha7betagal myoblasts, beta-gal FDG fluorescence, 48 h | Potency, µM (doses to about 38.3 µM), for inactives: at the highest dose activation, hits mostly activators | AID 624291;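 note: potency is the fitted concentration of half-maximal effect; 100% = response of the positive control SU9516; nearly all actives have a fitted effect of over 60% in size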
#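 Alpha7betagal+/- myoblasts (passage 13) were plated 16-24 hr, then exposed to compounds (1:260 dilution of DMSO stock) for 48 hours at 37C. After MPER lysis, β-galactosidase reporter activity was read as FDG fluorescence (ex 480/em 540) after 30 minutes.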
# S-ASM inh: blocks human secretory acid sphingomyelinase; P17405; placental ASM, HMU-PC fluorogenic substrate, 60 min; Potency, µM (top dose mostly 57.5 µM), for inactives: top-dose activity change, negative = inhibition, most hits filed as inhibitors; 340,000 tested, 0.006% active; AID 504937; note: potency is the fitted concentration of half-maximal effect
# Target sequence (P17405 47-631 limits assumed): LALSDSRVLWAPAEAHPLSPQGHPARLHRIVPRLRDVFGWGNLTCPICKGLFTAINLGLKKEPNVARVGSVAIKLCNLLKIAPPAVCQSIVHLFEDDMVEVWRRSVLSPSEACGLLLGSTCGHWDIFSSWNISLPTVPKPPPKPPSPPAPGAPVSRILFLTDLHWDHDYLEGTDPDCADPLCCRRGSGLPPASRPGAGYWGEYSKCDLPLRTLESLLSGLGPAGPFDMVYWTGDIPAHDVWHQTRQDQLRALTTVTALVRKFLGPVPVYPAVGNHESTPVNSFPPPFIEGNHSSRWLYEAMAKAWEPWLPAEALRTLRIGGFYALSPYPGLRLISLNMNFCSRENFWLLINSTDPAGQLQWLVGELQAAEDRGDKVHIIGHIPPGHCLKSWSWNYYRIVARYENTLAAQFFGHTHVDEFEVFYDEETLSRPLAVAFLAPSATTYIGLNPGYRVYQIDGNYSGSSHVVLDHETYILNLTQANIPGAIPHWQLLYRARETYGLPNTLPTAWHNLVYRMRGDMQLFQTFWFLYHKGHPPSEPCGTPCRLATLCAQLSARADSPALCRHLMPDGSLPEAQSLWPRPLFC
#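 Steps: dispense placental human ASM, pin compound, wait 10 min at room temperature, add HMU-PC0 substrate at 9 uM final, incubate 60 min at 37 °C, add stop solution raising pH to 10, read fluorescence.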
# TCR activator: T cell receptor activation. primary human leukocytes, anti-CD3, IL-2 HTRF, 48 h. Potency, µM (doses to about 9.22 µM), without a hit: at the top dose activation of IL-2 secretion, actives largely listed as activators. 330,000 tested, under 10 active. AID 504894; note: % of control where 0% means no effect
#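 Readout: HTRF IL-2, Eu-cryptate/d2 antibody pair, 320nm excitation, 665nm emission. Stimulus: a-CD3 beads, no co-stimulation. Cells: primary human leukocytes. Exposure: 48 hr with compound.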
# A-T KAP1 phos: potential ataxia-telangiectasia treatments restoring KAP-1 phosphorylation. […] A-T fibroblasts, KAP-1 phosphorylation AlphaLISA; neocarzinostatin DNA damage 30 min before lysis. Potency, µM (highest dose often 57.5 µM), for the others: at the top dose activation, most hits filed as activators. 320,000 tested, 0.19% active; note: potency is the fitted concentration of half-maximal effect; % of control where 0% means no effect; nearly all actives have a fitted effect of over 45% in size
#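 hTERT-immortalized A-T patient fibroblasts ([…]), 500 cells/well in OPTI-MEM, 1% FBS, got compounds for 60 min, then NCS for 30 min at 37C. Lysates were then assayed for phospho-KAP-1 by AlphaLISA (anti-pKAP1 donor, anti-KAP1 acceptor beads), 6 hr at 25C.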
# Mito fusion yeast: blocks mitochondrial division or promotes mitochondrial fusion; Potency, µM (highest dose often 46.1 µM), for inactives: at the highest dose growth rescue (activation), hits mostly activators; AID 485298; S. cerevisiae fusion-defective mutant growth rescue, CellTiterGlo 48 h; 320,000 tested, 0.23% active;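 note: potency is the fitted concentration of half-maximal effect; % of control where 0% means no effect; nearly all actives have a fitted effect of over 45% in size; temperature-sensitive fusion mutants such as fzo1-1 at 37 °C on non-fermentable ethanol glycerol medium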
#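 Read-out: ATP-based luminescence (CellTiterGlo, 10 min ambient) reporting growth of fusion-defective ts yeast after 48 hours at 37C on glycerol/ethanol YPEG medium in the presence of compound.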
# TSHR antagonist: antagonists of human thyroid stimulating hormone receptor; TSHR-expressing cells, TSH-stimulated cAMP HTRF, 2 h; hits give low values; activity change, negative = inhibition, % at 11.5 µM; 330,000 tested, 0.2% active; AID 504810;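 active = activity change below a set negative limit, meaning inhibition stronger than a set level, cut at about -70% in these data; inconclusive = activity change between two set negative limits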; note: % is set by controls: 0 for no effect and ±100 for the full control effect
#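 Inhibition of cAMP made by TSHR-expressing cells under TSH stimulation (4nM final, EC80; 2 h, 37 deg C) is quantified with a one-step lysis HTRF kit, anti-cAMP cryptate versus cAMP-d2.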
# Menin-MLL TR inh: menin-MLL binding inhibition, Texas Red mutant peptide; O00255; Menin + Texas Red MLL mutant peptide, fluorescence polarization; Potency, µM (highest dose often 61.6 µM), for the others: at the top dose FP activity change, negative = inhibition, hits mostly inhibitors; 270,000 tested, 0.23% active; AID 1768; active = well fitted inhibition curve with a large enough effect in the polarisation, with a control signal flat, not every such curve was filed as active; inconclusive = small, poorly fitted or top-dose-only effect, or effect the other way, or a change in a side signal; inactive = no such curve, though single readings can be large or run the other way; the % refers to the polarisation; note: potency is the fitted concentration of half-maximal effect; % of control where 0% means no effect; many of its hits are not listed in these tables
# TSG101-PTAP inh: blocks PTAP/TSG101 interaction to inhibit HIV-1 budding | Q99816 | Fluorescence polarization, FITC-PTAP peptide / Tsg101 binding | Potency, µM (highest dose often 115 µM), for inactives: at the top dose activity change, negative = inhibition, hits mostly inhibitors | 340,000 tested, under 10 active | AID 493005; active = well fitted inhibition curve with a large enough effect in the main read-out, with a control signal flat, not every such curve was filed as active; inconclusive = small, poorly fitted or top-dose-only effect, or effect the other way, or a change in a side signal; inactive = no such curve, though single readings can be large or run the other way; note: potency is the fitted concentration of half-maximal effect; % of control where 0% means no effect
#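 Tsg101 binding domain (10 uM final) was mixed with compound and a FITC-labeled PTAP peptide (50 nM final) in HEPES pH 7.5 buffer with NaCl, Tween 20, EDTA and TCEP; fluorescence polarization was read after 20 min at r.t.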
# The depositor's hits bear a star; ? = inconclusive; · = no result given; [ ] = remark or other dose. Unless noted, calls come from the whole dose curve; as a rule, active = well fitted curve in the direction sought with a large enough effect; inconclusive = small, poorly fitted or top-dose-only effect, or another doubt; inactive = no such curve, though single readings can be large; an effect the other way counts as inactive or inconclusive. These rows are one share of the data (hit frequency here may not be typical).
SMILES,MBNL1 CUG block,MLL CXXC-DNA inh,a7 integrin act,S-ASM inh,TCR activator,A-T KAP1 phos,Mito fusion yeast,TSHR antagonist,Menin-MLL TR inh,TSG101-PTAP inh
CCOc1ccc(S(=O)(=O)NCCC(=O)N(CC)CC(=O)Nc2c(F)cccc2F)cc1,·,·,-7%,4%,5%,15%,-1%,0,·,-3%
O=C(c1cccs1)N1CCN(c2ccc([N+](=O)[O-])cc2F)CC1,?,11%,-12%,-4%,-5%,-1%,1%,3,-12%,-3%
COc1cccc(NC(=O)N(CCCN2CCOCC2)C(C)c2cc3ccccc3o2)c1 (configuration not stated),-2%,-3%,0%,2%,13%,-1%,2%,7,-6%,-8%
N#CC(C#SN)=C1CCCCC1,2%,-15%,-16%,2%,3%,·,9%,20,4%,-6%
CCCCCNC(=O)CSC1=N/C(=C\c2ccc(Cl)c(Cl)c2)C(=O)N1CC,0%,0%,4%,130%[activator],-2%,2%,-6%,-5,3%,-2%
O=C(C1CCC(Cn2c(=S)[nH]c3ccccc3c2=O)CC1)N1CCN(c2ccccc2)CC1 (configuration not stated),·,·,-53%[inhibitor],-1%,11%,·,·,·,·,-7%
CC1(C)Cc2c(c(-c3ccccc3Cl)[nH]c(=O)c2C#N)CO1,2%,-7%,-16%,2%,0%,1%,-1%,0,3%,-5%
O=c1cc(Cl)[nH]c(=O)n1CCNc1ncc(C(F)(F)F)cc1Cl,-8%,26%,-4%,5%,-88%,-11%,-2%,-1,16%,15%
COc1ccc(CNC(=O)CSc2ncnc3nc[nH]c23)cc1,-14%,3%,-44%,2%,0%,2%,-2%,-9,0%,-2%
CCOC(=O)CCn1nc(-c2ccc(C)cc2)c2ccccc2c1=O,10%,6%,-22%,-4%,0%,4%,?,1,-10%,-3%
O=C(CSCc1ccc(Cl)cc1)NN=C1CCCCCC1,·,11%,3%,3%,-4%,-2%,-4%,3,-15%,0%
O=C(NCCN1CCOCC1)c1ccc2c(c1)N(Cc1ccccc1)C(=O)CS2,4%,1%,5%[7.66 µM],-3%,3%,10%,-9%,5,10%,-13%
CCOC(=O)c1cnn(-c2ccc(C(F)(F)F)cn2)c1N,-5%,20%,18%,4%,·,1%,0%,-7,·,-3%
CC(=O)Nc1ccc(N/C=C(\C#N)S(=O)(=O)c2ccc(Cl)cc2)cc1,-3%,2%,10%,7%,1%,-11%,2%,-3,23%,-1%
COc1ccc(CC(C)NCC(O)c2ccc(O)c(NC=O)c2)cc1 (configuration not stated),·,5%,-12%,-1%,-8%,·,·,·,3%,-5%
CCN(Cc1nc(-c2cccc(C)c2)no1)C(=O)c1ccc2c(c1)OCO2,-7%,-2%,-65%[inhibitor],8%,4%,11%,?,7,?,-10%
Nc1nnc(Cc2ccc(Cl)cc2)s1,-6%,2%,28%,2%,-1%,4%,-1%,-4,-11%,0%
COc1ccc(NCc2cccnc2)cc1,-4%,5%,-22%,3%,8%,0%,-2%,-3,2%,0%
Cc1nc(SCC(N)=O)[nH]c(=O)c1CCC(C)C,-12%,-2%,11%,0%,-2%,4%,0%,2,-11%,-2%
COc1ccc(/C=C2\Sc3ccc(C(=O)N4CCCC4)cc3N(C)C2=O)cc1OC,?,29%,17%,2%,-2%,0%,-16%,8,·,-4%
CC(OC(=O)c1ccc2ncsc2c1)C(=O)Nc1cccc(Cl)c1 (configuration not stated),·,·,16%,0%,·,0%,18%,-4,·,-4%
Cc1ccc(NC(=O)Nc2sc(=S)n(C)c2C)cc1,6%,7%,-5%,-2%,1%,1%,-1%,-7,17%,1%
CCOC(=O)c1sc(=S)n(-c2cccc(C(F)(F)F)c2)c1SC,-7%,-8%,37%,-2%,-16%,4%,-1%,6,17%,-3%
O=C(NCCN1CCCC1)C1CCN(S(=O)(=O)N2CCC3(CC2)OCCO3)CC1,1%,-18%,11%,4%,3%,4%,-2%,2,1%,-4%
CCOC(=O)C1=C(C)NC(=O)NC1c1ccc(OCC(=O)OC)c(OC)c1 (configuration not stated),-1%,-5%,12%,0%,1%,-4%,2%,2,-10%,3%
COc1ccc(NC(=O)CCn2c(=S)[nH]c3ccccc3c2=O)cc1,16%,2%,-19%,-3%,2%,-3%,-1%,19,·,-1%
Cc1cc(OCC(=O)N(C(C)C)C(C)C)ccc1Cl,0%,-2%,0%,-1%,4%,10%,-3%,8,?,-3%
COc1cc(C(=O)Nc2cccc(-n3cnnn3)c2)cc(Cl)c1OC,-1%,21%,7%,-4%,4%,-6%,1%,-9,?,-2%
COc1ccc(CN(Cc2ccccn2)C(=O)CN2C(=O)C(C)Oc3ccccc32)cc1 (configuration not stated),7%,1%,11%,-1%,-5%,0%,4%,-2,-4%,-7%
Cc1noc(C)c1COc1ccccc1C(=O)N(C)CC(=O)Nc1ccc(F)cc1,·,·,-7%,-1%,4%,2%,-8%,0,·,-6%
O=C(CN(Cc1ccc(Cl)cc1)S(=O)(=O)c1ccccc1)NCC1CCCO1 (configuration not stated),-2%,-1%,-1%,5%,3%,9%,4%,-2,2%,0%
COc1ccc2cc(Br)ccc2c1CC(=O)NC(C)C,15%,2%,-8%,-5%,-15%,2%,-7%,-5,-3%,1%
Cc1ccc(C)c(OCc2cc(C(=O)N3CCN(C(=O)c4ccco4)CC3)no2)c1,-2%,-2%,-24%,·,0%,5%,5%,8,·,0%
COc1ccc(Cl)cc1C(=O)NNC1CC(=O)N(Cc2ccc(Cl)cc2)C1=O (configuration not stated),1%,3%,17%,4%,0%[46.1 µM],-3%,28%,0,20%,-6%
CCOc1cccc(/C=N/N2C(C)CCCC2C)c1O (configuration not stated),-5%,19%,-29%,4%,6%,7%,7%,10,-15%,-2%
O=C(Nc1cc(C(F)(F)F)ccc1Cl)c1cc(C2CC2)on1,-9%,-9%,-10%,-2%,1%[46.1 µM],6%,0%,-13,?,·
CCOC(=O)CCNC(=O)N1CCC(CCC(=O)NCc2ccc(F)cc2)CC1,-4%,2%,7%,0%,-2%,1%,1%,4,9%,-4%
COc1cccc(-c2c[nH]c(=O)[nH]c2=O)c1,-9%,4%,1%,-2%,3%,4%,5%,-2,6%,-3%
Cc1cccc(C(=O)OCC(=O)N(C)C(c2ccccc2)c2ccccc2)c1[N+](=O)[O-],·,·,5%,2%,-3%,11%,24%,11,·,-5%
Cc1c(C(c2ccccc2O)c2c(C)n(C)n(-c3ccccc3)c2=O)c(=O)n(-c2ccccc2)n1C,1%,1%,7%,6%,0%,4%,-4%,-1,?,-2%
CCn1c(SCC(=O)c2cccs2)nnc1-c1cccs1,2%,-3%,7%,3%,7%,12%,-1%,-3,-12%,-12%
Cc1ccn(CCC(=O)NC2CCCc3c2cnn3-c2cccc(C)c2C)n1 (configuration not stated),3%,2%,-10%,-4%,-4%,4%,-9%,7,-1%,0%
O=C(NCCCN1CCCC1)c1ccc2c(c1)N(Cc1ccc(F)cc1)C(=O)c1ccccc1S2=O (configuration not stated),-3%,13%,-47%[inhibitor],-1%,-1%,-3%,-6%,-6,-20%,-1%
Cc1cccc(OCC(=O)N(Cc2nnc(-c3ccccc3Cl)o2)C2CC2)c1,·,·,20%,-2%,13%,5%,6%,5,·,-6%
N#C/C(=C1/CCCCCN1)c1nnc2n1CCCCC2,-4%,3%,-10%,1%,11%,-3%,-1%,0,20%,1%
COCCN1CC(O)=C(c2nc3ccccc3c(=O)[nH]2)C1=N,-8%,7%,20%,4%,-4%[46.1 µM],-3%,0%,-4,3%,-10%
O=C(CSc1nc(-c2ccc(F)cc2)cs1)Nc1ccccn1,-10%,18%,3%,5%,2%[46.1 µM],1%,0%,-4,-5%,8%
C=CCOc1ccc(CNC(C)(C)CO)cc1OCC,8%,4%,-8%,3%,-2%,-1%,-1%,19,?,-6%
COc1ccc(CCNCc2c(OC)ccc3ccccc23)cc1OC,5%,-15%,-59%[inhibitor],1%,2%,7%,-22%,-24,?,-6%

# Screens as filed in PubChem.
